Assay outcomes from PubChem BioAssay.
APJ antagonist = APJ receptor antagonism; P35414; CHO-K1 APJ beta-arrestin complementation, luminescence; inhibition, % at 20 µM; 0.32% of 330,000 active;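 active = inhibition above about 40% at 20 µM, limit read from the data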;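 note: cells challenged with 10 nM apelin-13 agonist together with compound; plate controls were apelin-13 plus DMSO wells for no effect and DMSO wells lacking apelin-13 for full effect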
Target sequence (P35414 whole entry, looked up): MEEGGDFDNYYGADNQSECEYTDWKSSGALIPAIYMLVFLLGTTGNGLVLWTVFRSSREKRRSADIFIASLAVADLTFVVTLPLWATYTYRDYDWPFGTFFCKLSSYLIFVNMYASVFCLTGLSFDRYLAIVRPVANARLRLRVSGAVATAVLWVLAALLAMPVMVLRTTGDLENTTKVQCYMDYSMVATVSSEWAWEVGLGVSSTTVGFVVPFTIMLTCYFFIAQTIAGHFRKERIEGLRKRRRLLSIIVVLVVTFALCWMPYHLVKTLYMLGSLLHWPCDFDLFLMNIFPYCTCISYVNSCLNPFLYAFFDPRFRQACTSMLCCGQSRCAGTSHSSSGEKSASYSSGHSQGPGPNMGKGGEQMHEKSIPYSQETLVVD
XBP1 UPR activ = adaptive UPR (XBP1) activation; CHO-XBP1 luciferase reporter, IRE1-XBP1 UPR activation, luminescence; percent of tunicamycin response, DMSO as zero; activation, % at 20 µM; 0.33% of 330,000 active;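 active = versus positive control, 20 µM dose yields 30% or more activation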;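 note: 100% = tunicamycin at 10 µg/mL and 0% = DMSO only wells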
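Material: IRE1-XBP1 luciferase reporter CHO line / Quantity: one thousand reporter cells per well / Buffer or medium: F12 with 10% serum / Compound: 20 µM single concentration, DMSO 1% / Times: 6 h treatment, 37 °C / Detection: Steady-Glo luciferase glow luminescence, 10 min after reagent addition / Benchmarks: tunicamycin high, DMSO low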
Jurkat NFkB inh = lowers PMA/ionomycin-induced NF-kB signal in Jurkat cells | inhibition, % at 4 µM | 0.53% of 330,000 active | AID 435003 | PMA/ionomycin-induced NF-kB luciferase reporter, luminescence; in the data active = inhibition above about 50%
tim23-1 inh = tim23-1 yeast growth inhibition | AID 463212 | 1.3% of 330,000 active | inhibition, % at 20 µM | S. cerevisiae tim23-1 growth, BacTiter-Glo luminescence, 24 h;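 active = growth inhibition of the mutant yeast at or above 50%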;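 note: temperature-sensitive mutant grown at 25 °C; plate controls were DMSO-treated mutant yeast for no effect and medium wells lacking yeast for full effect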
APJ ag = agonists of human APJ apelin receptor. AID 2520. CHO-K1 APJ PathHunter beta-arrestin, luminescence; 0% DMSO wells, 100% apelin. activation, % at 20 µM. P35414. 0.11% of 330,000 active;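 active = activation more than six SD over the plate average, tested at 20 µM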;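 note: 0% = DMSO alone and 100% = apelin-13 at 10 nM; some results filed as inactive read as strong as hits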
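Assay system – PathHunter CHO-K1 APJ (AGTRL-1) beta-arrestin reporter cells · Compound – one dose, 20 µM compound, 1% DMSO · Timing – compound 90 min 25 °C, reagent 1 h · Measured by – luminescence from split beta-galactosidase complementation, Galacton Star/Emerald II substrate · Measure – beta-arrestin recruitment to APJ as agonist activity, luminescent signal · Benchmarks – DMSO vs Apelin-13 10 nM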
697 NFkB inh = lowers PMA/ionomycin-induced NF-kB signal in 697 B cells | 697 B-cell NF-kB luciferase reporter, 16 h | inhibition, % at 4 µM | 0.33% of 330,000 active | AID 435022; in the data active = inhibition above about 35%
Mdm2 MdmX PPI = disrupts the human Mdm2-MdmX interaction | SaOS-2 split-luciferase Mdm2/MdmX complementation, luminescence | AID 485346 | inhibition, % at 8 µM | O15151+Q00987 | 3% of 330,000 active;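 active = inhibition of at least 50% at 8 µM in the primary screen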
CHOP UPR activ = apoptotic UPR (CHOP) activation | CHO-CHOP luciferase reporter, luminescence; percent of tunicamycin response over DMSO baseline | 0.34% of 330,000 active | activation, % at 10 µM | AID 449763;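 active = at 10 µM dose, activation of 40% or more, normalized to positive control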;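 note: 100% = tunicamycin at 10 µg/mL and 0% = DMSO alone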
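Material: CHO-CHOP cells, stable luciferase reporter of PERK-eIF2a-CHOP signalling; quantity: 500 reporter cells seeded per well; buffer or medium: F12 medium containing 10% fetal bovine serum; compound: one dose, 10 µM in 0.5% DMSO; incubation: 6 h compound treatment, 37 °C; measured by: Steady-Glo luciferase luminescence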
Starred values were filed as active, the others as inactive; / = not tested or not shown.

SMILES	APJ antagonist	XBP1 UPR activ	Jurkat NFkB inh	tim23-1 inh	APJ ag	697 NFkB inh	Mdm2 MdmX PPI	CHOP UPR activ
CCOc1ccc(C(CCc2ccccc2)NC(=O)c2ccc(OC)c(OC)c2)cc1OCC (centres undefined)	16	-3	3	-6	-6	12	18	-2.1
O=C(Cc1ccccc1)NCCc1cccc(Cl)c1	-13	0	-5	-2	1	-28	8	-0.1
CC1CCCCC1NC(=O)COC(=O)c1cc(=O)c2ccccc2o1 (centres undefined)	6	-6	4	-6	-2	2	1	1.7
CC(C)(C)OC(=O)N[C@@H](CC(=O)OCc1ccccc1)C(=O)O	6	0	-17	10	0	9	28	-0.8
CC1(C)Cc2nc(-c3ccccc3)n3cnnc3c2CO1	-22	1	8	-6	-7	4	25	-3.0
Cc1cc(OCCOCCNC(C)C)cc(C)c1Cl	9	-3	5	5	-1	3	18	-0.5
CCn1cc(CN2CCCC(C(=O)c3ccc(-c4ccccc4)cc3)C2)cn1 (centres undefined)	13	3	8	-3	-3	0	35	0.2
Cc1ccc(CNC(=O)Cc2ccc(NC3=NC4CS(=O)(=O)CC4S3)cc2)cc1 (centres undefined)	19	1	1	-13	-2	9	10	0.6
O=C(CCSc1ccccc1)NCC1CCCO1 (centres undefined)	-5	1	1	10	-1	-14	-20	1.7
COc1ccc(S(=O)(=O)N(CCc2ccccc2)CC(=O)O)cc1Cl	14	-2	-3	5	-3	12	-28	-2.2
COc1cc(C)nc(N2CCC(C(=O)NCC3CCCO3)CC2)n1 (centres undefined)	-11	-1	9	13	3	-4	1	-0.1
COc1ccc(NC(=O)Nc2ccc3c(c2)C(=O)N([C@H](C)CO)C[C@H](C)[C@@H](CN(C)S(=O)(=O)c2cccs2)O3)cc1	6	-2	-8	8	-2	26	27	1.1
OC(CNC1CCCCCC1)COc1cccc2ccccc12 (centres undefined)	-1	-1	8	8	1	-18	29	-2.1
CS(=O)(=O)c1ccccc1-c1nnc(NC(=O)c2cccc(N3C(=O)CCC3=O)c2)o1	7	3	8	0	6	1	-21	-0.6
CC(C)NC(=O)[C@]1(C)CCC[C@@]2(C)C3CC[C@@]4(C)C[C@]3(CCC21)CC4=O (some centres undefined)	-7	-2	-12	45	-3	3	-24	0.9
O=S(=O)(Nc1ccccc1N1CCCCC1)c1ccc(F)cc1	6	-1	-2	19	-4	1	17	0.8
CCOC(=O)N1CCc2c(sc(NC(=O)c3ccc(Cl)s3)c2C(N)=O)C1	10	27	-9	66*	0	-52	55*	13
COc1ccc(/C=N/NC(=O)c2cccc(NC(=O)c3ccccc3Cl)c2)c(OC)c1	19	-1	13	4	-2	-5	20	3.1
COc1ccc(NS(=O)(=O)c2ccc(N3CCCC3)c(N)c2)cc1	-7	-3	-8	15	2	-8	14	5.1
Cc1c(-c2cccs2)[n+](=O)c2c(n1[O-])CCCCC2	6	-1	-1	-6	-4	5	-6	1.2
Cc1sc2ncn3cnnc3c2c1C	15	2	0	8	0	8	17	1.9
Cc1cccc2[nH]c3c(N4CCN(C(=O)c5ccco5)CC4)ncnc3c12	-4	-2	12	7	2	17	8	-1.6
c1cnc(N2CCN(c3nc4ccccc4n4cnnc34)CC2)nc1	-19	6	3	26	0	2	9	3.0
CC(C)(C)NC(=S)NC(=O)C12CCC3CC(CC(C3)C1)C2	22	-1	-5	34	-5	-26	-2	1.4
Cc1cc(C)n(-c2ccc(C(=O)N3CCN(c4ccccn4)CC3)cc2)n1	0	-3	2	2	-2	11	10	-1.6
CC1CN(C(=S)NC(=O)c2ccc([N+](=O)[O-])cc2)CC(C)O1 (centres undefined)	1	-1	-12	2	-1	-47	-17	0.9
COC(=O)C(NC(C)=O)(Nc1nc(C)cs1)C(F)(F)F (centres undefined)	4	1	-10	9	3	18	-13	1.2
Cc1ccc(Cl)cc1N1CCN(C(=O)C2CCN(S(=O)(=O)c3cccnc3)CC2)CC1	12	-2	6	16	-5	-5	23	5.0
CCOc1cccc(C2C(C(=O)c3cccs3)=C(O)C(=O)N2Cc2cccnc2)c1 (centres undefined)	-10	-2	-4	7	3	3	13	-0.3
COc1ccccc1Nc1nc(N)nc(CN2CCOCC2)n1	-58	2	-3	-9	-5	-7	0	-2.3
CS(=O)(=O)N1CCN(c2cnn(-c3ccccc3)c(=O)c2Cl)CC1	11	0	-8	5	2	9	-2	2.8
COc1ccc2cc(C(=O)N3CCCCCC3)sc(=O)c2c1OC	-7	0	22	31	-1	0	-12	2.3
CO/N=C(/CNC(=O)c1cccc(Cl)c1)c1ccc(Cl)cc1	-5	-2	-15	12	-2	4	23	-1.6
O=C(COC(=O)c1ccccc1OCc1ccc(Cl)cc1)NCC1CCCO1 (centres undefined)	1	0	0	27	-4	8	3	1.7
Cc1onc(-c2ccccc2)c1C(=O)N1CCc2ccccc21	12	-2	2	24	-3	-2	31	-2.2
O=C1CCC(C(=O)N(CCO)Cc2ccccc2)CN1CCCN1CCOCC1 (centres undefined)	6	-2	7	-3	11	-11	-6	1.7

Compound profiles, from the list above. Order of values: APJ antagonist, XBP1 UPR activ, Jurkat NFkB inh, tim23-1 inh, APJ ag, 697 NFkB inh, Mdm2 MdmX PPI, CHOP UPR activ
Results for CCOc1ccc(C(CCc2ccccc2)NC(=O)c2ccc(OC)c(OC)c2)cc1OCC (centres undefined) = 16, -3, 3, -6, -6, 12, 18, -2.1
Results for CC1(C)Cc2nc(-c3ccccc3)n3cnnc3c2CO1 = -22, 1, 8, -6, -7, 4, 25, -3.0

Additional records:
SMILES	APJ antagonist	XBP1 UPR activ	Jurkat NFkB inh	tim23-1 inh	APJ ag	697 NFkB inh	Mdm2 MdmX PPI	CHOP UPR activ
CCC(=O)NC(=S)Nc1ccc(NC(=O)c2ccc(Br)o2)cc1	3	2	-4	4	-1	11	0	2.2
Cc1ccc(C(=O)OCC(=O)NCc2cccs2)cc1S(=O)(=O)N1CCOCC1	9	1	-4	14	-2	6	5	0.2
O=C(NCc1ccccn1)c1cc(-c2ccc(Cl)cc2)oc1C(F)(F)F	-8	5	-2	34	-2	2	8	-1.8
CCOC(=O)C1=C(C)Nc2sc(C(=O)c3ccc(Br)cc3)c(N)c2C1c1ccc(C(=O)OC)cc1 (centres undefined)	18	0	7	-2	-4	10	28	-1.2
Cc1ccc2cc(C#N)c(N3CCCN(C(=O)C4CCCO4)CC3)nc2c1 (centres undefined)	12	2	-10	4	-4	3	-1	-1.3
O=C(Nc1ccccn1)c1cccc(S(=O)(=O)N2CCCCC2)c1	7	-3	-10	12	-2	1	21	2.6
Cc1cc(C)c(C(=O)CSc2n[nH]c(-c3ccncc3)n2)c(C)c1	-6	1	-4	18	-1	8	14	-0.2
Cc1cc(-c2ccccc2)cc(-c2ccccc2)[n+]1C	6	-2	9	-9	-2	-11	16	-0.4
COCCCNC(=O)c1sc2ncn(CC(=O)Nc3ccc(C)c(Cl)c3)c(=O)c2c1C	0	-1	-5	10	4	-7	-11	-1.1
COCCn1c(C)c(C(=O)O)sc1=S	-5	0	2	9	0	-9	4	1.3
O=C(Nc1ccc(C(=O)O)cc1)/C(=C\c1ccc2c(c1)OCO2)NC(=O)c1ccccc1	8	-2	7	8	-3	4	23	-0.1
CCCCCCn1c(N2CCC(C(N)=O)CC2)nc2c1c(=O)[nH]c(=O)n2C	5	-2	-6	4	-4	-9	2	0.5
Cc1ccc(S(=O)(=O)N2N=C3CCCCC3C2(O)C(F)(F)F)cc1 (centres undefined)	-10	-2	-1	7	-1	4	6	-0.6
COc1ccccc1-n1c(SCC(=O)N2CCc3ccccc32)nc2c(c1=O)SCC2	10	-2	0	14	-1	7	13	2.8
CCOC(=O)c1c(NC(=S)Nc2ccccc2)sc2c1CCN(CC)C2	10	-3	-2	-4	-5	0	-9	1.1
O=C(NC(Cc1ccccc1)C(=O)O)/C(=C\c1ccccc1)NC(=O)c1ccco1 (centres undefined)	-23	3	-31	1	3	-15	-15	-0.8
COc1ccc(NC(=O)CN2C(=O)/C(=C3\SC(=S)N(C4CCS(=O)(=O)C4)C3=O)c3ccccc32)cc1 (centres undefined)	-24	-5	12	9	6	10	35	-1.3
CCOC(=O)c1csc(NC(=O)c2cccs2)n1	-7	2	-53	9	-2	-123	-73	10
Cc1c(NC(=O)CN2C(=O)NC(C)(c3ccccc3)C2=O)c(=O)n(-c2ccccc2)n1C (centres undefined)	-1	-2	0	6	-2	14	19	0.4
CC(C)(C)NC(=O)CN(Cc1cccs1)C(=O)CCN1CCc2ccccc21	-20	1	-3	21	-5	6	-21	-1.7
O=C(Cn1nnc(-c2ccc(OCc3ccccc3F)cc2)n1)N1CCOCC1	18	4	-18	3	-4	-7	-19	1.0
CCC(C)N(C(=O)COC(=O)CSc1ccc(C)c(C)c1)C1CCS(=O)(=O)C1 (centres undefined)	18	2	6	-8	-2	10	-12	1.6
C(=N\NCc1ccccc1)/c1ccc2nccnc2c1	-13	-2	-92	10	1	-83	2	3.4
Cc1nnc(SCC(=O)c2cc(C)n(C3CC3)c2C)s1	8	0	-61	14	-4	-81	-77	1.0

An excerpt of these results, with two lines to a compound.
Order of results: APJ antagonist | XBP1 UPR activ | Jurkat NFkB inh | tim23-1 inh | APJ ag | 697 NFkB inh | Mdm2 MdmX PPI | CHOP UPR activ
> O=C(Cc1ccccc1)NCCc1cccc(Cl)c1
 : -13 | 0 | -5 | -2 | 1 | -28 | 8 | -0.1
> Cc1ccc(Cl)cc1N1CCN(C(=O)C2CCN(S(=O)(=O)c3cccnc3)CC2)CC1
 : 12 | -2 | 6 | 16 | -5 | -5 | 23 | 5.0
> CCn1cc(CN2CCCC(C(=O)c3ccc(-c4ccccc4)cc3)C2)cn1 (centres undefined)
 : 13 | 3 | 8 | -3 | -3 | 0 | 35 | 0.2

New compounds follow:
SMILES	APJ antagonist	XBP1 UPR activ	Jurkat NFkB inh	tim23-1 inh	APJ ag	697 NFkB inh	Mdm2 MdmX PPI	CHOP UPR activ
Cc1ccc(C)c(N2CCN(C(=O)c3ccc4nc(N5CCOCC5)sc4c3)CC2)c1	-11	-2	-5	29	-3	-31	17	1.6
CCN(CC)C(=O)[C@H]1CC(CC(=O)NCCC2=CCCCC2)C(=O)N2CCc3c([nH]c4ccc(OC)cc34)[C@]12C (some centres undefined)	/	0	/	29	/	24	25	5.1
O=C(Cn1nnc(-c2ccccc2Cl)n1)NCc1ccc2c(c1)OCO2	-6	-5	-16	-4	-1	2	2	-0.4
COc1cccc(CN2CCNC(=O)C2CC(=O)N(C)C2CCCCC2)c1OC (centres undefined)	7	0	6	-5	2	-8	-5	1.2
Cc1ccc(S(=O)(=O)Nc2cccc(C(=O)NCCCn3ccnc3)c2)cc1F	24	2	4	-4	2	17	6	0.3
CC1CN(CC(=O)Nc2cc(S(=O)(=O)N3CCCC3)ccc2Cl)CC(C)O1 (centres undefined)	10	1	1	14	-3	-1	9	0.1
CC(=O)c1ccc(NC(=O)CN2C(=O)COc3ccc(Cl)cc32)cc1	19	2	19	7	-1	5	35	1.0
Oc1ccccc1/C=N/Nc1nc2ccccc2o1	-10	2	-22	14	-2	-95	-36	2.3
COC(=O)COC(=O)c1ccc(Oc2nc(OC)nc(N(C)C)n2)cc1	10	-1	-5	15	-2	6	-14	-0.3
COc1cccc(C2NC(=S)NC(C)=C2C(=O)c2ccccc2)c1OC (centres undefined)	-30	1	29	14	-2	-18	51*	0.4
CCc1ccc(/C=C2\Oc3cc(OC(=O)N4CCOCC4)ccc3C2=O)cc1	-20	0	7	27	0	-44	23	1.1
Cc1occc1C(=O)Nc1ccc(S(=O)(=O)N2CCCC2)cc1	-3	0	-14	20	-4	-4	8	-0.1
CC(=O)c1coc2ccc(OCC(=O)O)cc12	-1	0	-7	5	-3	0	3	-1.2
